AGP1 TOR yeast – modulators of AGP1-GFP expression in yeast TOR pathway, primary screen, cell-based, multiplex flow cytometry, S. cerevisiae, MLPCN library. GFP response vs DMSO, % at 10 µM. 0.02% of 320,000 active. 3 h; GFP as percent of DMSO wells. AID 2066, 2009;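 active = GFP response relative to DMSO above a set limit, near screen average plus 3 SD, cut at about 150% in these data; inconclusive = fewer than 70 cells counted for the yeast strain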;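 also: median GFP channel fluorescence of the gated AGP1 strain per well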
CIT2 TOR yeast – modulators of CIT2-GFP expression in yeast, primary screen, S. cerevisiae, GFP fusion, multiplex flow cytometry, MLPCN library; S. cerevisiae CIT2-GFP strain, 3 h; 100 means same as DMSO wells; 0.065% of 320,000 active; AID 2029, 2009; GFP response vs DMSO, % at 10 µM;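 active = GFP response relative to DMSO above a set limit, near the screen mean plus 3 SD, cut at about 150% in these data; inconclusive = Fewer than 70 cells measured for a yeast strain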;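 also: ratio of well median GFP fluorescence to mean of DMSO wells on the plate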
LAP4 TOR yeast – modulators of LAP4-GFP expression in yeast, primary screen, S. cerevisiae, multiplex flow cytometry, MLPCN library; 3 h; median GFP as percent of DMSO wells; GFP response vs DMSO, % at 10 µM; 0.34% of 320,000 active; AID 2023, 2009;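 active = GFP response vs DMSO above a set limit, about the screen mean plus 3 SD, cut at about 150% in these data; inconclusive = under 70 cell events counted for the yeast strain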
CR mimetic SO – reduction of superoxide in aged yeast, primary screen, HTS; S. cerevisiae aged cells, superoxide DHE fluorescence; hits give low values; superoxide response (% of plate mean), % at 10 µM; 0.18% of 330,000 active; AID 2690, 2010;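 active = superoxide response under a set limit, about three screen SD below normal, cut at about 65% in these data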;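 also: yeast aged for seven days with compound at 30 °C before DHE staining; 100% = average MFI of all compound-treated wells on the plate with controls excluded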
VLA-4 inh – inhibition in human VLA-4 binding assay, primary screen, VLA-4 allosteric modulator project, MLPCN library, flow cytometry, VLA-4 expressing cells | ligand binding flow cytometry | inhibition, % (about 7 µM as worked out from the volumes in the protocol) | 0.2% of 330,000 active; in the data active = inhibition above about 50%
RPL19A TOR yeast – RPL19A-GFP expression modulators in yeast, primary screen, cell-based, S. cerevisiae, multiplex flow cytometry, MLPCN; percent response vs DMSO, % at 10 µM; S. cerevisiae RPL19A-GFP strain, 3 h; hits give low values; 0.3% of 330,000 active;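 active = percent response vs DMSO below 50%; inconclusive = fewer than 70 events counted for the yeast strain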;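 also: median channel GFP fluorescence of the barcoded RPL19A-GFP strain; ratio of sample median GFP to plate DMSO average so 100% = DMSO; lower means less RPL19A-GFP as with rapamycin TOR inhibition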
MEP2 TOR yeast – modulators of MEP2-GFP levels in yeast, primary screen, S. cerevisiae, multiplex flow cytometry, MLPCN library. 0.51% of 330,000 active. S. cerevisiae MEP2-GFP strain, 3 h; 100% = DMSO control level. GFP response vs DMSO, % at 10 µM;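 active = GFP response versus DMSO above a set limit, roughly screen mean plus 3 SD, cut at about 180% in these data; inconclusive = fewer than 70 cells counted for a yeast strain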;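 also: median GFP fluorescence of the barcode-gated MEP2-GFP cells per well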
GRK2 aptamer HTS – compounds blocking aptamer binding on GRK2 – biochemical, human GRK2, bead flow cytometry, HTS, primary screen; Beta-adrenergic receptor kinase 1 (Homo sapiens), P25098; FAM-aptamer displacement from GRK2; inhibition of aptamer binding, % at 10 µM; AID 488847, 2010; 0.59% of 330,000 active;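 active = inhibition of aptamer binding above 40%, roughly 3 SD of noise, on plates passing a quality check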;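 also: median bead fluorescence of bound FAM aptamer so fluorescent compounds give negative values; no value below 0 was filed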
Target sequence (P25098 whole entry, looked up): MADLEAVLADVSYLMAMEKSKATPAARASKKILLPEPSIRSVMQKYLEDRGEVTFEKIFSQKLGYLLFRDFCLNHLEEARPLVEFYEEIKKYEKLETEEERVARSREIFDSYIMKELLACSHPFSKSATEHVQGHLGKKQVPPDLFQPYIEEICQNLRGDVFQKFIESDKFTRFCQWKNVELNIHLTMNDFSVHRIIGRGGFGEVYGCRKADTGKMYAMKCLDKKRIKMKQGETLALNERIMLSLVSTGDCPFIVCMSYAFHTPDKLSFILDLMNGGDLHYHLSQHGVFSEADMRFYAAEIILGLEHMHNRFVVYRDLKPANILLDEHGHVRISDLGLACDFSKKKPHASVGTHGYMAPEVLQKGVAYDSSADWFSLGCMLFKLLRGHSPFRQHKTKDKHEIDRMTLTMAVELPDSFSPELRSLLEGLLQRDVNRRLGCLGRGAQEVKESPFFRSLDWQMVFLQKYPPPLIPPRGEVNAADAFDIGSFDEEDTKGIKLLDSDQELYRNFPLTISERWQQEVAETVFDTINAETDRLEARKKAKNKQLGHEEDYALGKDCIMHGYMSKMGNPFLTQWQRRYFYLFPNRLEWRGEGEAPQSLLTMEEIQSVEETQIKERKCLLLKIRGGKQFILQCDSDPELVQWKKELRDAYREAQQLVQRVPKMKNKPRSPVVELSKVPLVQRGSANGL
The depositor's hits bear a star; i = inactive; u = inconclusive; x = not tested or not shown; [ ] = remark or other dose.

SMILES | AGP1 TOR yeast | CIT2 TOR yeast | LAP4 TOR yeast | CR mimetic SO | VLA-4 inh | RPL19A TOR yeast | MEP2 TOR yeast | GRK2 aptamer HTS
O=C(COC(=O)C1(c2ccc(F)cc2)CCCC1)N1CCOCC1 | 96 | 93 | 87 | 112 | 3 | 89 | 89 | 0
Cc1nc(SCC(=O)N2CCOCC2)c2c(=O)n(C)c(=O)n(C)c2n1 | 100 | 94 | 112 | 109 | 17 | 92 | 100 | 0
O=C(N=C1SC2CS(=O)(=O)CC2N1c1ccccc1F)C1CCCCC1 (stereo unspecified) | 103 | 106 | 98 | 104 | 0 | 106 | 106 | 0
Cc1cc(Cl)ccc1NC(=O)CN(C)C1=NS(=O)(=O)c2ccccc21 | 94 | 97 | 87 | 77 | 1 | 96 | 96 | 1
O=C(CN(c1ccccc1)S(=O)(=O)c1ccccc1[N+](=O)[O-])N1CCCC1 | 100 | 106 | 114 | 101 | 6 | 101 | 111 | 0
O=C1Nc2cc(Cl)ccc2Nc2cscc21 | 100 | 88 | 113 | 106 | -13 | 100 | 101 | 2
COc1cc(S(=O)(=O)N2CCN(C)CC2)ccc1Cl | 98 | 106 | 91 | 87 | 10 | 101 | 105 | 0
O=C(O)c1ccc(NS(=O)(=O)c2ccc3c(c2)OCCO3)cc1 | 119 | 115 | 115 | 98 | 38 | 107 | 101 | 0
O=C(Nc1ccc(S(=O)(=O)N2CCOCC2)cc1)c1ccc([N+](=O)[O-])cc1Cl | 108 | 101 | 118 | 111 | -4 | 107 | 307* | 0
Cc1ccc2cccc(NC(=S)NC(=O)c3ccccc3)c2n1 | 99 | 103 | 86 | 98 | 3 | 93 | 99 | 4
O=C(CCS(=O)(=O)c1ccccc1)N1CCN(c2ccc(F)cc2)CC1 | 94 | 98 | 85 | 105 | -13 | 96 | 96 | 0
C=CCOc1cccc(/C=N/NC(=O)CN(c2cc(Cl)ccc2OC)S(=O)(=O)c2ccc(C)c([N+](=O)[O-])c2)c1 | 94 | 95 | 90 | 95 | 19 | 97 | 90 | 0

Reformatted with tabs: entries from further up.
SMILES	AGP1 TOR yeast	CIT2 TOR yeast	LAP4 TOR yeast	CR mimetic SO	VLA-4 inh	RPL19A TOR yeast	MEP2 TOR yeast	GRK2 aptamer HTS
Cc1nc(SCC(=O)N2CCOCC2)c2c(=O)n(C)c(=O)n(C)c2n1	100	94	112	109	17	92	100	0
Cc1ccc2cccc(NC(=S)NC(=O)c3ccccc3)c2n1	99	103	86	98	3	93	99	4
O=C(Nc1ccc(S(=O)(=O)N2CCOCC2)cc1)c1ccc([N+](=O)[O-])cc1Cl	108	101	118	111	-4	107	307*	0
O=C(CCS(=O)(=O)c1ccccc1)N1CCN(c2ccc(F)cc2)CC1	94	98	85	105	-13	96	96	0

The list continues:
SMILES | AGP1 TOR yeast | CIT2 TOR yeast | LAP4 TOR yeast | CR mimetic SO | VLA-4 inh | RPL19A TOR yeast | MEP2 TOR yeast | GRK2 aptamer HTS
CN1C(=O)[C@@H]2[C@@H]3C[C@@H]([C@H]4ON=C(c5ccc(Cl)cc5)[C@@H]34)[C@@H]2C1=O | 102 | 95 | 109 | 97 | -7 | 104 | 102 | 0
COc1ccc(N2C(=O)CCC2(C#N)c2ccc(OC)cc2)cc1 (stereo unspecified) | 113 | 82 | 96 | 101 | 19 | 98 | 99 | 0
CSC1=C(C#N)C(c2ccncc2)C(C(=O)Nc2ccccc2)=C(C)N1 (stereo unspecified) | 98 | 100 | 97 | 101 | 13 | 100 | 100 | 0
CCOc1ccccc1OCCCOc1ccc(C)cc1Cl | 99 | 99 | 97 | 73 | -13 | 97 | 94 | 0
COCCNC(=O)CN1CCN(S(=O)(=O)c2ccc3c(c2)CCCC3)CC1 | 102 | 98 | 101 | 95 | -4 | 101 | 106 | 0
Cc1cc(C)c(S(=O)(=O)Nc2cccc(S(=O)(=O)NC3=NCCC3)c2)c(C)c1 | 89 | 93 | 89 | 124 | 3 | 86 | 93 | 4
O=C(c1ccc2c3c(cccc13)CC2)C1CCCN(C(=O)c2cc[n+]([O-])cc2)C1 (stereo unspecified) | 102 | 100 | 92 | 114 | -8 | 104 | 101 | 0
CC1CC(=O)NN=C1c1ccc(NCCO)c([N+](=O)[O-])c1 (stereo unspecified) | 110 | 101 | 94 | 92 | 1 | 100 | 109 | 0
CCn1ncc(CN2CCN(Cc3ccc(OC)c(C)c3C)C(CCO)C2)c1C (stereo unspecified) | 103 | 106 | 97 | 97 | 5 | 99 | 101 | 0
O=C(CSc1nnc2c(n1)[nH]c1ccc(F)cc12)NCc1ccc(F)cc1 | 97 | 101 | 88 | 79 | 14 | 97 | 99 | 0
Cc1nn(C)c(Cl)c1CN1CCCC(CO)(Cc2ccccc2)C1 (stereo unspecified) | 96 | 93 | 113 | 97 | -11 | 100 | 95 | 1
Cc1ccccc1Cn1cnc2c(NS(C)(=O)=O)c(C)c(C)cc21 | 101 | 93 | 96 | 112 | 22 | 97 | 100 | 7
NC(=O)c1cc2nc(-c3ccco3)cc(C(F)(F)F)n2n1 | 96 | 101 | 101 | 104 | 11 | 101 | 107 | 1
COc1ccc(CCNC(=S)N2CCC(C(N)=O)CC2)cc1 | 115 | 104 | 101 | 93 | 5 | 103 | 105 | 3
Cc1ccsc1CN(C)CC(=O)NCC(=O)Nc1ccc(F)c(F)c1F | 96 | 89 | 100 | 90 | 8 | 93 | 93 | 0
O=C1CSC2(C(=O)N3CCCc4cccc2c43)N1c1cccc(C(F)(F)F)c1 (stereo unspecified) | 98 | 103 | 116 | 79 | -2 | 95 | 106 | 0
O=[N+]([O-])c1cccc(COc2ncnc3cc([N+](=O)[O-])ccc23)c1 | 96 | 95 | 97 | 96 | -2 | 96 | 100 | 3
Cn1c(SCC(=O)Nc2ccc(N3CCOCC3)c(Cl)c2)nnc1C(O)c1ccccc1 (stereo unspecified) | 99 | 102 | 96 | 114 | 9 | 95 | 100 | 0
COc1cc(NC(=S)Nc2ccc(N(C)C(C)=O)cc2)cc(OC)c1 | 97 | 93 | 101 | 108 | 1 | 97 | 94 | 3
CN1CC(=O)N(CC(=O)Nc2cccc(S(=O)(=O)N3CCOCC3)c2)C1=O | 93 | 97 | 98 | 103 | 7 | 99 | 101 | 2
Cc1ccc(-c2cc(C(F)(F)F)n3nc(C(=O)N4CCN5CCCC5C4)cc3n2)cc1 (stereo unspecified) | 92 | 90 | 74 | 90 | 4 | 96 | 96 | 0
COc1cccc(-c2cc(C(=O)O)no2)c1 | 98 | 100 | 98 | 97 | 2 | 98 | 103 | 0
Cc1ccc(N2CCN(S(=O)(=O)N(C)C)CC2)cc1C | 96 | x | 92 | 105 | 5 | 93 | 96 | 0
COc1ccc2c3c(cccc13)N(C)N=C2C | 104 | 106 | 110 | 59* | -4 | 95 | 99 | 17
O=C(COc1ccc(C(=O)c2ccccc2)cc1)NC1CCCCCC1 | 102 | 98 | 104 | 117 | 7 | 100 | 106 | 3
COc1ccccc1/C=C/CN1CCC(Oc2ccc(C(=O)N3CCCC3)cc2)CC1 | 105 | 107 | 96 | 88 | -28 | 103 | 100 | 0
CC(C)c1ccc(C2NC(=O)c3ccccc3O2)cc1 (stereo unspecified) | 93 | 67 | 116 | 94 | -24 | 101 | 96 | 0
Cc1ccc(NC(=O)Cn2c(=O)oc3ccccc32)cc1 | 108 | 109 | 118 | 100 | 8 | 107 | 111 | 0
COc1ccc(C2c3c(n[nH]c3C)CC(C)(O)C2C(C)=O)cc1OC (stereo unspecified) | 98 | 99 | 105 | 106 | 18 | 96 | 101 | 0
O=C(Nc1ccn(Cc2ccccc2)n1)c1ccc2c(c1)OCO2 | 106 | 99 | 98 | 91 | -1 | 103 | 103 | 0
CCCC(C(=O)NCCc1ccc(S(N)(=O)=O)cc1)c1ccccc1 (stereo unspecified) | 96 | 100 | 89 | 101 | 12 | 100 | 103 | 1
NCCCC[C@H]1CNC(=O)C(=O)N1CCc1cccc2ccccc12 | 104 | 101 | 96 | 91 | 29 | 100 | 98 | 3
O=C(NCCc1cccs1)c1ccc(Cl)cc1 | 105 | 99 | 105 | 86 | 4 | 107 | 103 | 0
COC(=O)c1ccc(OC)c(OC)c1Cl | 110 | 113 | 121 | 101 | 1 | 99 | 123 | 0
CC1(C)NC(=O)N(CC(O)CN(c2ccccc2)S(=O)(=O)c2ccccc2)C1=O (stereo unspecified) | 100 | 101 | 88 | 132 | 3 | 100 | 105 | 1
c1ccc(CCN2CN=C(Nc3nc4ccccc4o3)NC2)cc1 | 98 | 101 | 99 | 80 | 0 | 100 | 99 | 3
COc1cc(OC)c(N(C)S(=O)(=O)c2cccc(C(=O)NC(C)C3CC4CCC3C4)c2)cc1Cl (stereo unspecified) | 96 | 95 | 101 | 90 | -5 | 96 | 98 | 0
N#CC1=C(SCc2ccccc2)NC(=O)C(C#N)C12CCCC2 (stereo unspecified) | 97 | 95 | 95 | 103 | 11 | 97 | 105 | 0
COc1cc(/C=C/C(=O)OCC(=O)N2c3ccccc3NC(=O)C2(C)C)cc(OC)c1OC | 102 | 101 | 100 | 105 | i | 93 | 98 | 0
Cc1ccnc2c(N3C(=O)C4C5C=CC(C5)C4(C)C3=O)cccc12 (stereo unspecified) | 110 | 100 | 103 | 92 | -2 | 101 | 105 | 0
O=c1c2[nH]cnc2n(-c2ccccc2)c(=O)n1Cc1ccccc1 | 98 | 100 | 97 | 121 | 5 | 106 | 101 | 3
O=C(CCN1C(=O)C2CCCCC2C1=O)Nc1cc(F)ccc1F (stereo unspecified) | 98 | 97 | 98 | 109 | 2 | 99 | 97 | 0
COc1ccccc1CNC(=O)Cn1ccc2cc(S(=O)(=O)N3CCCC3)ccc21 | 89 | 105 | 98 | 99 | 5 | 97 | 105 | 3
Cc1ccc(-c2nc(CS(=O)CC(=O)NCc3ccc4c(c3)OCO4)c(C)o2)cc1 (stereo unspecified) | 100 | 103 | 101 | 92 | 0 | 99 | 104 | 2
COc1ccc(-c2csc(N(Cc3ccccc3)C(=O)COc3ccc(Cl)cc3)n2)cc1 | u | u | 127[may fluoresce violet] | 102 | -5 | 13*[may fluoresce violet] | 260*[may fluoresce violet] | 0
O=C1OCc2ccc(NC(=O)c3ccccc3C(=O)O)cc21 | 102 | 96 | 104 | 109 | -15 | 104 | 104 | 0
CN(C)CCNc1oc(COc2cccc(Cl)c2)nc1C#N | 97 | 100 | 99 | 96 | 13 | 94 | 102 | 0
CCCc1[nH]nc2c1C(c1ccccc1OC)C(C#N)=C(N)O2 (stereo unspecified) | 102 | 98 | 104 | 99 | 14 | 102 | 102 | 0
Cc1occc1C(=O)NNC(=O)C(c1ccccc1)c1ccccc1 | x | 100 | 104 | 103 | 1 | 103 | 102 | 0
Cc1ccccc1C(=O)c1cccn1CC(=O)NCc1ccccc1 | 93 | 100 | 88 | 94 | -13 | 95 | 94 | 2
CCOC(=O)c1ccccc1NC(=O)C=C(C)C | 89 | 94 | 83 | 108 | -4 | 99 | 90 | 0
CC(C)(O)C#Cc1ccc([C@@H]2C[C@H]3CN(c4ccccc4)C(=O)[C@]34CCCN24)s1 | 100 | 101 | 99 | 96 | -3 | 101 | 107 | 0
Cc1nc2ccc(NS(=O)(=O)c3cccc([N+](=O)[O-])c3)cc2s1 | 97 | 98 | 93 | 119 | 4 | 98 | 101 | 1

Compound activity deposited in PubChem by NMMLSC.
